Screening data: PubChem, several laboratories
Salmonella PhoP GFP – PhoP-dependent GFP reporter repression – Salmonella Typhimurium, primary screen (AID 1863); inhibition, % at 50 µM; hits with a dose series show IC50 in µM; 300,000 compounds, 0.16% hits; S. Typhimurium PhoP-regulated promoter GFP reporter, 4 h; higher % means a stronger effect;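 active = inhibition over 29.93%, a cutoff 3 SD above the screen mean, later confirmed by dose response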;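 also: 0% = low Mg2+ inducing control and 100% = high Mg2+ repressing control; strong numbers were not always called active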
NTR1 ag – NTR1-driven beta-arrestin-GFP spot formation – imaging, U2OS cells, high content, primary screen (AID 493036); 330,000 compounds, 0.17% hits; agonist mode; activation, % at 20 µM;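 active = activation at or above 40% of the spot to cytoplasm intensity ratio, with at least 20 cells analyzed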;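 also: 0% = DMSO without peptide and 100% = 100 nM NTR1 peptide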
Target sequence (P30989 whole entry, looked up): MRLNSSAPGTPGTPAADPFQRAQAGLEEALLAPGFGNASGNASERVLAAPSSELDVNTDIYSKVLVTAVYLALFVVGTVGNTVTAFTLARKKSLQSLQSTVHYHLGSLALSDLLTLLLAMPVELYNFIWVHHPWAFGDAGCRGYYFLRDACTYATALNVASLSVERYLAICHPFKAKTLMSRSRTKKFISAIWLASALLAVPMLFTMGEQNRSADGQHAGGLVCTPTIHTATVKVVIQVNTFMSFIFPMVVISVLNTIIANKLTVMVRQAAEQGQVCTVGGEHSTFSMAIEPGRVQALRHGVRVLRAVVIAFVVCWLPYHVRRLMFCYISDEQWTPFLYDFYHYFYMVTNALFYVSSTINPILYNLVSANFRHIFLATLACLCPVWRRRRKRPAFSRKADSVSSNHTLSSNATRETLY
T cell modulator – T cell immune modulation candidate; 2C CD8+ T cell-vesicle binding, flow cytometry; stronger effect = lower value; AID 2052; 330,000 compounds, 0.068% hits; calls only at 7 µM;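 active = response, share of CD8 T cells binding vesicles, and their 90th percentile fluorescence all below set limits, cut at about 80% in these data, passing the limit was not always enough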
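Benchmarks: naked versus QL9-loaded vesicles / Assay system: purified 2C TCR transgenic mouse naive CD8+ T cells / Technique: high-throughput flow cytometry with anti-B7-1 and anti-CD8 staining / Timing: Cell–vesicle co-incubation 1.5 h at 37 °C, staining 20 min on ice / Read-out: percent CD8+ FL2 mean versus row control / Probe or stimulus: QL9-loaded Drosophila micro-vesicles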
T cell modulator vesicle-bound % – second read-out of T cell modulator, no call of its own (marks repeat the call); double positive events, %; measured here: CD8+ vesicle-bound cell fraction;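 binding gate set so that unloaded-vesicle control wells show 10% double positive cells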
NTR1 ag cell count 20 µM – also measured in NTR1 ag; calls as there; cell count; measured here: cell count, cytotoxicity flag
* marks the source's active call; other numbers are inactive results; i = inactive.

SMILES | T cell modulator | Salmonella PhoP GFP | NTR1 ag cell count 20 µM | NTR1 ag | T cell modulator vesicle-bound %
Cc1cccn2c(=O)nc(SCC(=O)c3ccc(Cl)cc3)nc12 | i | -2.5% | 60 | 3.4 | 58.4
Cc1ccn2c(=O)nc(SCC(=O)NCc3ccccc3)nc2c1 | i | -1.7% | 55 | -0.8 | 51.8
COC(=O)c1ccc(CNC(=O)COC(=O)CCN2C(=O)C3CC=CCC3C2=O)cc1 (stereo not drawn) | i | -6.0% | 46 | 0.7 | 42.5
CCN(CC)CCCn1c2c(c(SCC(=O)Nc3ccc(F)c(F)c3)nc1=O)CCC2 | i | 8.7% | 69 | -0.4 | 60.1
CN(CC(=O)Nc1ccccc1Br)C(=O)c1cc2c(s1)CCCCC2 | i | -6.6% | 61 | 2.7 | 65.4
CCCCOc1ccc(C(=O)NCC(=O)NCc2ccccn2)cc1 | i | 3.9% | 55 | -1.2 | 28.0
COc1ccc(COC(=O)CCS(=O)(=O)c2ccc(C)cc2)cc1 | i | 4.1% | 64 | -0.6 | 39.7
CCc1cc(=O)[nH]c(SCC(=O)Nc2cc(C)on2)n1 | i | -0.9% | 64 | -0.1 | 57.9
N#C/C(=C\c1ccc(O)c(O)c1)C(=O)NCc1ccccc1 | i | -1.0% | 73 | 0.5 | 22.3
CCOc1ccccc1NC(=O)COC(=O)c1ccccc1SCC(=O)N1CCCC1 | i | -2.6% | 69 | 0.1 | 8.2
Cc1ccc(S(=O)(=O)N2[C@@H](c3cccc(Cl)c3)C(C(=O)O)=CC[C@H]2c2ccc(Cl)c(Cl)c2)cc1 | i | 8.6% | 85 | 30.0 | 37.2
CCN1CCN(S(=O)(=O)c2ccc(Cl)c(C(=O)NCc3ccco3)c2)CC1 | i | -1.9% | 48 | 0.0 | 30.5
Cc1ccc(CN2CC(C(=O)Nc3ccccc3N3CCCC3)CC2=O)cc1 (stereo not drawn) | i | 1.1% | 68 | 0.1 | 35.1
CCOc1ccc(Oc2ccccc2NC(=O)C2=COCCO2)cc1 | i | 6.3% | 44 | 0.3 | 16.9
CN(CC(=O)Nc1ccc(F)c(F)c1F)C(=O)c1ccc(-n2cncn2)c([N+](=O)[O-])c1 | i | 7.2% | 66 | 0.4 | 23.5

A different layout for some results above:
Structure: CCCCOc1ccc(C(=O)NCC(=O)NCc2ccccn2)cc1
  T cell modulator: i	Salmonella PhoP GFP: 3.9%	NTR1 ag cell count 20 µM: 55	NTR1 ag: -1.2	T cell modulator vesicle-bound %: 28.0

Structure: COc1ccc(COC(=O)CCS(=O)(=O)c2ccc(C)cc2)cc1
  T cell modulator: i	Salmonella PhoP GFP: 4.1%	NTR1 ag cell count 20 µM: 64	NTR1 ag: -0.6	T cell modulator vesicle-bound %: 39.7

Structure: CCc1cc(=O)[nH]c(SCC(=O)Nc2cc(C)on2)n1
  T cell modulator: i	Salmonella PhoP GFP: -0.9%	NTR1 ag cell count 20 µM: 64	NTR1 ag: -0.1	T cell modulator vesicle-bound %: 57.9

Structure: N#C/C(=C\c1ccc(O)c(O)c1)C(=O)NCc1ccccc1
  T cell modulator: i	Salmonella PhoP GFP: -1.0%	NTR1 ag cell count 20 µM: 73	NTR1 ag: 0.5	T cell modulator vesicle-bound %: 22.3

Next structures.
SMILES | T cell modulator | Salmonella PhoP GFP | NTR1 ag cell count 20 µM | NTR1 ag | T cell modulator vesicle-bound %
Cc1ccc(N(Cc2ccccc2)C(=O)c2ccc(Cl)c(S(=O)(=O)N3CCOCC3)c2)cc1 | i | -3.9% | 79 | 0.8 | 8.5
Cc1ccc(OCCC(=O)OCC(=O)Nc2ccc(C)cc2Cl)cc1 | i | 1.8% | 66 | 0.6 | 15.2
Cc1ccc(C(=O)C(C)OC(=O)c2cc(=O)[nH]c3ccccc23)cc1 (stereo not drawn) | i | 6.6% | 63 | 0.4 | 29.6
CC(OC(=O)Cn1[nH]c(=O)c2ccccc2c1=O)C(=O)Nc1ccc(F)cc1Cl (stereo not drawn) | i | 12.0% | 61 | 0.7 | 37.5
O=C(COC(=O)c1cnccn1)N=c1sccn1Cc1ccccc1Cl | i | 6.6% | 63 | -0.8 | 44.5
Cc1ccsc1C(=O)N1CCN(S(=O)(=O)c2cccc(F)c2)CC1 | i | -0.5% | 42 | -0.7 | 38.8
COc1ccc(NS(=O)(=O)c2cc3c4c(c2)CCN4C(=O)CC3)cc1OC | i | 0.2% | 68 | 1.4 | 39.0
COc1ccc(C(CNC(=O)C(C)Oc2ccc(Br)cc2)N2CCOCC2)cc1 (stereo not drawn) | i | 3.1% | 75 | -0.4 | 25.6
CN(CCOc1ccc(Cl)cc1)C(=O)c1cc(-c2ccco2)nc2ccccc12 | i | 4.3% | 53 | 21.1 | 18.1
Cn1c(SCC(=O)Nc2ccc3c(c2)OCCO3)nnc1-c1cccnc1 | i | -0.3% | 65 | 0.4 | 22.6
C[C@H](CCC(=O)O)[C@H]1CC[C@H]2[C@@H]3CC[C@@H]4C[C@H](O)CC[C@]4(C)[C@H]3CC[C@]12C | i | 6.4% | 87 | -1.1 | 33.8
CNC(=O)c1ccsc1NC(=O)CCS(=O)(=O)c1ccc(C)cc1 | i | -5.1% | 45 | -0.2 | 38.3
CN1CCN(C(CNS(=O)(=O)c2ccc([N+](=O)[O-])cc2)c2ccc(F)cc2)CC1 (stereo not drawn) | i | 3.4% | 56 | 0.4 | 54.3
O=C(COC(=O)/C=C/c1ccccc1F)Nc1nnc(-c2ccccc2)o1 | i | -20.1% | 54 | -1.2 | 27.7
CCCN(CC(=O)Nc1ccccc1C)C(=O)C1CC(=O)N(Cc2ccccc2)C1 (stereo not drawn) | i | 3.8% | 51 | 0.9 | 25.6
Cc1cccnc1NC(=O)c1ccc(C(=O)c2ccccc2)cc1 | i | 5.4% | 63 | -1.1 | 14.6
CC1CCCN(S(=O)(=O)c2cc3c4c(c2)CCN4C(=O)CC3)C1 (stereo not drawn) | i | 9.7% | 60 | -0.4 | 31.6
Cc1ccccc1N1CC(C(=O)Nc2ccncc2)CC1=O (stereo not drawn) | i | -5.0% | 69 | 0.8 | 54.2
Cc1ccc(C)c(S(=O)(=O)Nc2ccc(C(=O)N3CCC3)cc2)c1 | i | -0.7% | 64 | 0.7 | 35.3
COc1cccc(COC(=O)C2CCN(S(=O)(=O)c3ccc(Cl)cc3)CC2)c1OC | i | 1.7% | 38 | 2.4 | 26.7
Cc1ccc(/C=C/C(=O)OCC(=O)Nc2ccc3[nH]c(=O)[nH]c3c2)o1 | i | -3.0% | 72 | -0.2 | 49.7
CS(=O)(=O)c1ccc(Cl)c(NC(=O)COC(=O)c2ccc(-n3cnnn3)cc2)c1 | i | -3.9% | 56 | -0.3 | 44.1
Cn1c(CNC(=O)c2ccco2)nnc1SCC(=O)Nc1ccc(Cl)cc1 | i | 11.8% | 52 | 3.1 | 14.8
Cc1cc(C(=O)NN=C2CCCC2)c2ccccc2n1 | i | 2.9% | 63 | 0.6 | 24.4
CCN1CCN(c2ccc(S(=O)(=O)N3CCOCC3)cc2NC(=O)c2ccc(Cl)s2)CC1 | i | 1.1% | 50 | -1.5 | 34.5
O=C1CC2(CCN(C(=O)COc3ccccc3)CC2)Oc2ccccc21 | i | -7.0% | 48 | 4.1 | 51.6
Cc1ccc(S(=O)(=O)CCC(=O)Oc2ccc3c(C)cc(=O)oc3c2)cc1 | i | 0.3% | 56 | -1.6 | 54.2
CCOC(=O)CSc1nc2cc(S(=O)(=O)N3CCOCC3)ccc2n1CC | i | -5.2% | 68 | 0.5 | 15.6
COc1ccc(C(=O)COC(=O)c2ccc3c(c2)NC(=O)CS3)c(OC)c1 | i | -0.1% | 57 | 3.7 | 6.5
Cc1ccc(C(=O)NCC(=O)Nc2ccc3c(c2)OCCO3)cc1 | i | 5.5% | 60 | -0.4 | 32.1
O=C(COC(=O)[C@@H]1CCCN1S(=O)(=O)c1ccc(Cl)cc1)NC1CCS(=O)(=O)C1 (stereo partly drawn) | i | -2.7% | 56 | 1.3 | 21.2
CCc1noc(C)c1C(=O)N(C)CC(=O)Nc1ccc(Cl)c(Cl)c1 | i | 0.4% | 62 | 1.1 | 28.7
CN(CC(=O)Nc1ccc(Cl)cc1)C(=O)c1ccc(-n2cncn2)c([N+](=O)[O-])c1 | i | 0.5% | 70 | -0.1 | 22.6
O=C(CCCN1CCN(c2ccccn2)CC1)c1ccc(F)cc1 | i | -2.6% | 58 | -0.7 | 40.2
Cc1ccc2sc(N(CCCN(C)C)C(=O)c3ccc(S(=O)(=O)N4CCCCCC4)cc3)nc2c1C | i | 7.0% | 41 | 12.0 | 46.2
O=C(CCc1ccccc1Cl)Nc1ccc(S(=O)(=O)N2CCOCC2)cc1 | i | 11.8% | 54 | 1.3 | 52.6
Cc1ccc(S(=O)(=O)N2CCN(C(=O)COC(=O)CSc3ccccc3)CC2)c(C)c1 | i | -5.5% | 63 | 1.1 | 24.6
CN(CC(=O)Nc1cccc(F)c1)C(=O)Cc1n[nH]c(=O)c2ccccc12 | i | -5.1% | 54 | -0.1 | 46.1
COc1ccccc1C(CNC(=O)c1cccc(NS(=O)(=O)c2ccc(C)c(F)c2)c1)N1CCCC1 (stereo not drawn) | i | 0.0% | 44 | -1.5 | 23.2
COc1ccc(NC(=O)CN(C)C(=O)c2cccc(S(=O)(=O)Nc3ccccc3Cl)c2)cc1 | i | -4.6% | 52 | -0.6 | 50.6
CC(Sc1nc2ncc(Cl)cc2[nH]1)C(=O)Nc1ccc(C(N)=O)cc1 (stereo not drawn) | i | -7.1% | 53 | 1.9 | 41.9
CCc1noc(C)c1C(=O)Nc1nc(-c2cc(OC)ccc2OC)cs1 | i | 0.3% | 61 | 3.9 | 10.4
O=C(NCCS(=O)(=O)N1CCN(c2ccccc2F)CC1)c1ccc2c(c1)OCO2 | i | -5.4% | 76 | 0.5 | 41.8
Cc1ccc(Oc2ccccc2NC(=O)CSCC(=O)Nc2cc(C)on2)cc1 | i | -0.8% | 65 | 3.4 | 36.0
CCN(C1CCCCC1)S(=O)(=O)CCNC(=O)c1ccc2c(c1)OCO2 | i | 5.5% | 64 | 1.8 | 32.2
O=C(NCCc1ccccc1)c1cccc(S(=O)(=O)NCc2ccccc2)c1 | i | -7.4% | 59 | -0.6 | 45.6
CSCCC(NC(=O)COc1ccccc1)C(=O)OCC(=O)c1ccccc1 (stereo not drawn) | i | -3.5% | 67 | 0.3 | 56.3
COc1ccc(CCNC(=O)C(=O)NCC2CCCN2S(=O)(=O)c2ccc(OC)cc2)cc1 (stereo not drawn) | i | -2.2% | 68 | -1.3 | 50.2
O=C(CN1C(=O)c2ccc([N+](=O)[O-])cc2C1=O)NC1CCCCCC1 | i | -5.5% | 48 | 0.6 | 24.4
CN(C)c1ccc(S(=O)(=O)N2CCCCC2)cc1NC(=O)CN1C(=O)NC2(CCCC2)C1=O | i | 1.7% | 60 | 1.1 | 52.3
COc1ccc(-c2csc(NC(=O)CS(=O)(=O)c3ccc(F)cc3)n2)cc1OC | i | -9.3% | 49 | 2.2 | 38.1
O=C(CN(Cc1ccccc1)C(=O)CCl)c1cccc(Br)c1 | i | -1.5% | 86 | -0.3 | 8.9
CCN(CC)CCNC(=O)c1ccc(NC(=O)c2cc(S(=O)(=O)N3CCCCC3)ccc2C)cc1 | i | -1.5% | 69 | -0.3 | 48.4
O=C(NC1CC(=O)N(c2ccc(Cl)cc2)C1)N1CCN(C(=O)c2ccco2)CC1 (stereo not drawn) | i | 1.7% | 45 | -0.4 | 64.0
Cc1ccc(S(=O)(=O)Nc2cc3c4c(c2)C(C)C(=O)N4CCC3)cc1 (stereo not drawn) | i | 4.2% | 66 | 0.0 | 34.4
CCOC(=O)c1c(NC(=O)COc2ccccc2OCC)sc2c1CC(C)(C)NC2(C)C | i | -9.3% | 55 | 5.8 | 57.9
CCCCn1c(N)c(N(CCOC)C(=O)Cn2c(=O)oc3ccccc32)c(=O)[nH]c1=O | i | -5.0% | 65 | -1.2 | 8.3
O=C(OCc1ccccc1Cl)C1CC(=O)N(Cc2ccco2)C1 (stereo not drawn) | i | -3.0% | 49 | -0.4 | 61.0
CCCN(C(=O)COC(=O)c1cc(CC)c(C)s1)c1c(N)n(Cc2ccccc2)c(=O)[nH]c1=O | i | -14.4% | 64 | 1.3 | 24.0
O=C(NCCC(=O)N1CCN(c2ccccc2O)CC1)c1ccc(Br)cc1 | i | -2.0% | 55 | -1.3 | 26.3

An excerpt; the hit share may differ from the screen's.
